KKLEB cytotox: counter-screen for CF NF-kB inhibitors: cytotoxicity; activity change (cytotoxicity), % at 5 µM; KKLEB CF airway cells viability, ATPlite luminescence, overnight; stronger effect = lower value; cells stimulated with P. aeruginosa culture filtrate; 360,000 compounds, 0.36% hits;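 active = corrected activity change at or below -50% at 5 µM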
HIF-2a inh: blocks HIF-2a reporter activity. 786-0 RCC cells HIF-2a reporter, luciferase luminescence, overnight. inhibition, % at 18.8 µM. 360,000 compounds, 0.72% hits;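 active = inhibition of the luminescence signal of 40% or more relative to plate controls, in a single-dose primary screen at 18.75 µM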
CF NFkB block: cystic fibrosis NF-kB activation inhibition. KKLEB NF-kB-GFP reporter, PAF-induced, GFP fluorescence overnight. inhibition, % at 5 µM. 360,000 compounds, 0.86% hits;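 active = at least 50% inhibition at 5 µM, scaled per plate between neutral and stimulator controls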;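 also: PAF is a Pseudomonas aeruginosa culture filtrate used as stimulus; plate controls were PAF-stimulated DMSO wells for no effect and unstimulated DMSO wells for full effect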
Peg3 promoter: inhibitors of Peg3 promoter | HeLa PEG-Prom luciferase reporter, luminescence, overnight | inhibition, % at 20 µM | 360,000 compounds, 1.7% hits | AID 588405;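 active = inhibition of at least 50% at 20 µM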
EBV LMP1 NFkB: Epstein-Barr LMP1 NF-kappaB reporter inhibition; inhibition, % at 12.5 µM; 350,000 compounds, 0.69% hits; AID 504558; LMP1-induced NF-kappaB luciferase reporter cells, luminescence; in the data active = inhibition above about 41%;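 also: 0% = neutral control wells and 100% = reference inhibitor control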
C8 TRAIL sens: caspase-8 TRAIL sensitization. NB7+C8 cells + TRAIL, ATPlite viability luminescence. inhibition (viability loss, TRAIL sensitization), % at 10 µM. 360,000 compounds, 1% hits;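 active = compounds causing at least 50% loss of cell viability in the single-dose screen, relative to plate controls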
TRPM1 prom inh: inhibitors of MITF-driven TRPM1 promoter in melanoma cells; SK-MEL-5 TRPM1 promoter luciferase, 24 h; inhibition, % at 12.5 µM; 330,000 compounds, 0.83% hits; AID 488899;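 active = mean inhibition across replicates of 60% or more, whatever share of single replicates reaches that level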; also: values of inactives mirror those of a sister screen read the other way
Shn3 inh set2: Schnurri-3 reporter inhibition in Clone20 osteoblasts | Clone20 osteoblast Shn3 3'UTR firefly luciferase, 24 h | inhibition, % at 12.5 µM | 360,000 compounds, 0.52% hits | AID 588674;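 active = mean inhibition of at least 75% with every replicate also reaching 75%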;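 also: 0% = median of neutral control wells and 100% = pilot-screen positive control compound; some compounds past the cut are filed as inactive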
NR2E3 ag-1: activates human photoreceptor nuclear receptor NR2E3. Q9Y5X4. GST-NR2E3/biotin-RetCOR TR-FRET, 1536-well. inhibition of corepressor binding, % at 4.78 µM. 320,000 compounds, 0.12% hits. AID 2300;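 active = percent inhibition above the cutoff of mean plus 3 SD of all tested compounds, set per screening campaign, cut at about 20% in these data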;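 also: 0% = DMSO wells and 100% = biotin wells as full block of FRET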
Target sequence (Q9Y5X4 whole entry, looked up): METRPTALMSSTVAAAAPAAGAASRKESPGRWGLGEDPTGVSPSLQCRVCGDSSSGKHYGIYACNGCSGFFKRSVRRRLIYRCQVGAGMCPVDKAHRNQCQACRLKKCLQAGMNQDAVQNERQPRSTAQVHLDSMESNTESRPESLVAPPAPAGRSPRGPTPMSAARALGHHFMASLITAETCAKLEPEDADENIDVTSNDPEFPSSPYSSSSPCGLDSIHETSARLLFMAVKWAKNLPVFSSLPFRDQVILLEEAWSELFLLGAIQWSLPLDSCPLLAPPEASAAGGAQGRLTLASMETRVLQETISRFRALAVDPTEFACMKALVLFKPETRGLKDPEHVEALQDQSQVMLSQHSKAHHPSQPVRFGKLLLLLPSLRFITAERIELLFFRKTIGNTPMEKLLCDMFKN
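Format: 1536-well format; test system: GST-NR2E3 and biotin-RetCOR proteins; read-out basis: percent inhibition of TR-FRET ratio; timing: 5 h incubation at 4 °C; detection: time-resolved FRET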
iPSC survival up: increases survival of single human iPS cells; AID 602274; survival enhancement, % at 20 µM; 360,000 compounds, 0.044% hits; hiPSC single-cell survival, ATPlite luminescence; 100% = ROCK inhibitor wells, 0% = DMSO; in the data active = survival enhancement above about 18%;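 also: cells exposed to compounds for 16 hours before the ATP read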
NR2E3 ag-2: activates human NR2E3 receptor | CHO-S Gal4-NCOR/VP16-NR2E3 two-hybrid, luciferase | inhibition of corepressor binding, % at 3.98 µM | 360,000 compounds, 0.35% hits | AID 602229;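 active = inhibition above the mean of all tested compounds plus 3 SD, cut at about 70% in these data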;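 also: 0% = DMSO with NR2E3 transfected cells and 100% = cells lacking NR2E3 construct; higher means lower luciferase signal from less NR2E3 corepressor binding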
An asterisk follows results filed as active; nt = no result given.

SMILES	KKLEB cytotox	HIF-2a inh	CF NFkB block	Peg3 promoter	EBV LMP1 NFkB	C8 TRAIL sens	TRPM1 prom inh	Shn3 inh set2	NR2E3 ag-1	iPSC survival up	NR2E3 ag-2
COc1cccc(OCc2cc(C(=O)NCC3CCCCC3)no2)c1	-4.9	-80.6	2.0	-76.4	-2.7	1.1	-17.2	-32.4	-0.8	-0.6	-17.8
CC(NC(=O)/C=C/c1cnc2ccccc2n1)C12CC3CC(CC(C3)C1)C2 (configuration not stated)	-12.7	3.1	-6.8	-6.5	-6.5	-2.5	12.1	34.1	-0.2	-2.4	-13.3
COc1ccccc1OCC(=O)NCC1CCCN(Cc2cnn(C)c2C)C1 (configuration not stated)	2.2	15.9	-12.8	-5.3	-7.7	-31.8	4.9	-11.7	2.1	0.6	23.8
CC(C)C(NC(=O)C1CCCCC1)C(=O)NCCc1ccccc1 (configuration not stated)	-6.9	15.2	9.2	14.2	-2.1	-4.2	6.8	9.7	-0.1	-0.4	-26.2
COc1ccc(CCNC(=O)Cn2c(=O)n(-c3ccc(F)cc3F)c(=O)c3sccc32)cc1OC	27.5	7.3	-17.0	13.0	4.4	4.4	1.7	21.3	-0.7	-0.2	-0.7
CC(=O)c1ccc(OCCCC(=O)NCc2nnc3ccccn23)cc1	13.2	9.2	-8.4	3.7	1.1	-9.0	-10.4	-26.9	nt	-0.1	-9.4
C=CCSCC1Nc2cc(Cl)c(S(N)(=O)=O)cc2S(=O)(=O)N1 (configuration not stated)	-15.6	2.2	5.4	6.5	-3.2	-12.9	5.1	9.4	-0.2	-2.5	-32.1
O=C(CN1C(=O)C2C3C=CC(C3)C2C1=O)NCc1ccc2c(c1)OCO2 (configuration not stated)	3.0	-1.2	-4.8	7.0	-7.0	-12.4	-4.4	5.7	1.1	-0.3	1.0
O=C(COC(=O)Cc1n[nH]c(=O)c2ccccc12)NNC(=O)c1ccccc1	18.9	9.1	-11.8	2.0	4.7	12.5	-1.3	29.9	-4.6	-0.6	-0.3
Cc1c(C(=O)NCc2ccc(Cl)c(Cl)c2)sc(=O)n1Cc1cccc(F)c1	5.5	13.3	-39.7	21.7	nt	0.1	nt	4.4	nt	-0.6	8.2
COc1cccc(NC(=O)CCC(=O)Nc2ccc3nc(N4CCOCC4)cc(C)c3c2)c1	-11.2	-194.7	15.3	-217.9	-21.7	-1.6	-54.3	-52.0	6.8	-0.5	-91.4
O=C(NC1CCCC1)C1CCC(=O)N1C1CCCCC1 (configuration not stated)	4.4	12.5	6.5	-10.3	-12.3	-7.6	6.9	28.7	4.1	0.2	-25.4
COc1ccc(C(C)(O)c2nc(-c3ccc(OC)c(OC)c3)cs2)cc1 (configuration not stated)	-19.0	-6.9	-4.0	-3.5	nt	-6.0	nt	-7.6	nt	-0.5	2.4
C=CCn1c(-c2cccc(OCC)c2)n[nH]c1=S	13.3	8.1	-8.5	7.2	3.1	7.0	10.0	-9.6	0.7	-0.5	2.3
COc1ccc(-c2cc(C(F)(F)F)nc(SCCC(=O)NCc3ccccc3)n2)cc1	-0.7	11.4	-3.0	10.8	13.2	0.8	-5.5	-12.4	-0.9	7.6	-0.3
CCCCN1CC(COCc2ccccc2)Oc2ccccc2S1(=O)=O (configuration not stated)	0.4	-3.3	5.9	10.8	-13.5	-3.4	-2.7	9.3	nt	-1.8	0.5
CCOc1ccc(NC(=O)COc2ccc(N3CC(C(N)=O)CC3=O)cc2)cc1 (configuration not stated)	-21.7	7.1	-50.3	0.6	15.1	3.7	-2.0	-0.4	nt	-1.6	13.7
CC1CCCN(C(=O)c2cc(-c3ccco3)nc3ccccc23)C1 (configuration not stated)	3.7	0.2	9.6	-3.8	6.5	-3.2	-8.4	0.1	-1.4	7.1	23.8
Cc1ccc(S(=O)(=O)NN=C2CCCc3ccccc32)cc1	-4.7	3.4	4.1	10.1	-10.2	-2.0	nt	14.7	nt	-3.2	10.5
CC1COc2ccccc2N1C(=O)c1ccc(Cl)cc1 (configuration not stated)	2.2	12.7	4.2	12.8	3.9	-3.4	0.1	12.9	-5.7	0.3	-8.5

Four neighbouring compounds from above:
SMILES	KKLEB cytotox	HIF-2a inh	CF NFkB block	Peg3 promoter	EBV LMP1 NFkB	C8 TRAIL sens	TRPM1 prom inh	Shn3 inh set2	NR2E3 ag-1	iPSC survival up	NR2E3 ag-2
CCOc1ccc(NC(=O)COc2ccc(N3CC(C(N)=O)CC3=O)cc2)cc1 (configuration not stated)	-21.7	7.1	-50.3	0.6	15.1	3.7	-2.0	-0.4	nt	-1.6	13.7
CC1CCCN(C(=O)c2cc(-c3ccco3)nc3ccccc23)C1 (configuration not stated)	3.7	0.2	9.6	-3.8	6.5	-3.2	-8.4	0.1	-1.4	7.1	23.8
Cc1ccc(S(=O)(=O)NN=C2CCCc3ccccc32)cc1	-4.7	3.4	4.1	10.1	-10.2	-2.0	nt	14.7	nt	-3.2	10.5
CC1COc2ccccc2N1C(=O)c1ccc(Cl)cc1 (configuration not stated)	2.2	12.7	4.2	12.8	3.9	-3.4	0.1	12.9	-5.7	0.3	-8.5

An excerpt from above in order of the Shn3 inh set2 value, rising.
Compound | Shn3 inh set2
COc1cccc(NC(=O)CCC(=O)Nc2ccc3nc(N4CCOCC4)cc(C)c3c2)c1 | -52.0
COc1ccccc1OCC(=O)NCC1CCCN(Cc2cnn(C)c2C)C1 (configuration not stated) | -11.7
CC(NC(=O)/C=C/c1cnc2ccccc2n1)C12CC3CC(CC(C3)C1)C2 (configuration not stated) | 34.1

Later entries.
SMILES	KKLEB cytotox	HIF-2a inh	CF NFkB block	Peg3 promoter	EBV LMP1 NFkB	C8 TRAIL sens	TRPM1 prom inh	Shn3 inh set2	NR2E3 ag-1	iPSC survival up	NR2E3 ag-2
Cc1cccc(CN2CCN(C3CN(C4CCCC4)S(=O)(=O)C3)CC2)c1 (configuration not stated)	-4.4	4.8	-6.4	12.6	nt	-14.2	nt	-0.5	nt	5.6	5.3
O=C(NCc1csc(-c2cccs2)n1)C1CCC1	-4.4	-185.7	-11.5	-138.4	-12.1	-10.0	-56.0	-26.3	-3.5	4.4	-63.3
CCCOc1ccc(C(=O)N(CC(C)C)c2c(N)n(Cc3ccccc3)c(=O)[nH]c2=O)cc1	1.7	-1.1	-30.7	1.5	-3.8	-5.5	-1.9	-19.7	-3.8	0.5	-34.7
Cc1cc(NC(=O)/C=C/c2cccc(Cl)c2)n(-c2nc3ccccc3[nH]2)n1	-56.1*	-71.0	54.0*	7.0	-17.9	21.2	-16.5	-9.5	1.1	-1.1	-37.0
O=C(NCCN1CCCCC1)c1c(O)c2ccccc2[nH]c1=O	-1.4	-18.5	-2.5	-22.1	17.7	-0.2	3.9	-8.3	-2.4	-1.2	-16.2
CCOCCCn1c(SCC(=O)Nc2ccc(C(N)=O)cc2)nc2ccccc2c1=O	-2.5	-6.6	-10.7	-0.1	-2.9	12.5	2.2	-14.8	3.5	1.1	-4.1
COc1ccc(CNS(=O)(=O)NCc2ccccc2)cc1	3.5	8.8	9.3	6.2	-5.5	-16.2	4.8	4.1	0.9	-2.0	6.8
COc1c(Cl)cc(Cl)cc1CNCCNCC(C)O (configuration not stated)	-7.2	-8.3	12.0	1.9	-2.0	20.1	6.2	1.5	2.6	-0.8	-34.4
CCN(CC)c1ccc(C2C(C(=O)OCCOC)=C(C)NC3=C2C(=O)CCC3)cc1 (configuration not stated)	9.0	-3.8	-18.0	-32.6	6.1	-0.7	11.8	8.7	4.8	0.0	-16.0
Cc1ccc(-n2nnnc2SCc2ccccn2)cc1C	-13.8	-61.0	-3.5	-39.1	-4.9	-7.1	-3.5	-6.8	0.9	-1.3	-40.8
COc1ccc(S(=O)(=O)N2CCC(C(N)=O)CC2)c2ccccc12	-4.0	12.1	13.3	12.7	-10.5	-8.6	1.4	-4.0	-3.2	0.1	-6.8
CCN(Cc1ccccc1)N=Nc1ccccc1	3.1	-1.6	-19.0	17.6	-17.8	8.3	nt	12.8	nt	0.2	-4.1
Clc1ccc(-c2nc3ccccc3n2OCc2ccccc2)cc1	-6.8	-130.9	-6.8	-5.1	-1.7	7.3	-10.0	3.2	-1.6	-0.7	-7.2
CCc1nc2c(OCc3ccc(F)c(F)c3)cccn2c1N(C)C(=O)C1CC1	10.7	13.3	-9.8	10.9	nt	-7.0	nt	1.1	nt	-0.1	-16.1
O=S(=O)(c1ccc(NC(=S)N/N=C/c2ccc(O)c(O)c2)cc1)N1CCOCC1	10.1	16.6	-7.7	5.7	5.2	-7.3	-7.0	0.3	2.2	0.1	14.5
CCN(CC)C(=O)c1sc2c(c1C)c(=O)n(-c1ccc(C)c(C)c1)c(=O)n2CC(=O)NCC1CCCO1 (configuration not stated)	0.3	17.8	5.6	10.5	-9.7	-0.5	10.8	-1.7	2.0	-0.6	11.7
O=C1/C(=C\c2cccc([N+](=O)[O-])c2O)SC(=S)N1Cc1ccccc1	-5.8	-30.1	26.7	55.5*	20.3	10.2	19.7	-17.6	4.1	1.7	-21.0
Oc1ccc(-c2nc3ncccn3c2Nc2ccc3c(c2)OCO3)cc1	3.6	13.2	-20.6	-49.3	-7.5	-12.1	0.8	14.1	0.8	1.1	-23.2
CN1CCN(S(=O)(=O)c2cccc(C(=O)N(C)Cc3c(F)cccc3Cl)c2)CC1	0.4	-3.9	12.0	-1.7	0.3	4.7	-9.7	4.5	1.5	-0.1	10.3
CC(C)CC(c1nnnn1CCc1ccccc1)N1CCC(C(N)=O)CC1 (configuration not stated)	-9.6	13.9	18.8	13.3	-4.9	-5.9	5.7	-14.4	0.2	1.2	6.5

A few values from the results shown.
EBV LMP1 NFkB result of O=S(=O)(c1ccc(NC(=S)N/N=C/c2ccc(O)c(O)c2)cc1)N1CCOCC1 → 5.2
EBV LMP1 NFkB result of CC1CCCN(C(=O)c2cc(-c3ccco3)nc3ccccc23)C1 (configuration not stated) → 6.5

(cont.)
SMILES	KKLEB cytotox	HIF-2a inh	CF NFkB block	Peg3 promoter	EBV LMP1 NFkB	C8 TRAIL sens	TRPM1 prom inh	Shn3 inh set2	NR2E3 ag-1	iPSC survival up	NR2E3 ag-2
Oc1ccccc1-c1n[nH]c(=S)n1Cc1ccccc1	1.3	19.2	-7.2	15.0	-1.3	-6.0	32.3	5.6	2.3	-0.5	0.0
COc1ccc(C(CNC(=O)CCNC(=O)c2ccccc2Cl)N2CCCC2)cc1 (configuration not stated)	-8.1	4.1	1.6	7.1	28.9	4.7	-1.8	-3.1	2.2	-1.7	6.6
O=C(c1ccccc1)C1CCN(C(=O)c2ccc(Cl)cc2)CC1	-0.9	2.4	11.8	-1.0	-1.4	1.6	5.1	3.8	-0.6	-0.4	0.3
O=S(=O)(Nc1ccc2c(c1)OCCO2)c1ccc2oc3ccccc3c2c1	5.7	4.2	15.3	26.2	5.7	10.8	-6.9	21.8	-0.4	-3.3	81.1*

Source: PubChem

Only part of the results is shown, so the mix of outcomes need not match the whole.
